# FLuc counter: inhibits or activates purified firefly luciferase, miR-21 counter-screen | AID 588342 | P08659 | 6.9% of 360,000 active | purified FLuc, Km substrates, luminescence inhibition | Potency, µM (top dose mostly 57.5 µM), without a hit: at the highest dose activity change, negative = inhibition, usual class: inhibitors;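 further: potency means the concentration at half of the fitted maximal effect; plate controls were vehicle for no effect and reference inhibitor for full effect; nearly all actives have a fitted effect of over 55% in size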
# Target sequence (P08659 whole entry, looked up): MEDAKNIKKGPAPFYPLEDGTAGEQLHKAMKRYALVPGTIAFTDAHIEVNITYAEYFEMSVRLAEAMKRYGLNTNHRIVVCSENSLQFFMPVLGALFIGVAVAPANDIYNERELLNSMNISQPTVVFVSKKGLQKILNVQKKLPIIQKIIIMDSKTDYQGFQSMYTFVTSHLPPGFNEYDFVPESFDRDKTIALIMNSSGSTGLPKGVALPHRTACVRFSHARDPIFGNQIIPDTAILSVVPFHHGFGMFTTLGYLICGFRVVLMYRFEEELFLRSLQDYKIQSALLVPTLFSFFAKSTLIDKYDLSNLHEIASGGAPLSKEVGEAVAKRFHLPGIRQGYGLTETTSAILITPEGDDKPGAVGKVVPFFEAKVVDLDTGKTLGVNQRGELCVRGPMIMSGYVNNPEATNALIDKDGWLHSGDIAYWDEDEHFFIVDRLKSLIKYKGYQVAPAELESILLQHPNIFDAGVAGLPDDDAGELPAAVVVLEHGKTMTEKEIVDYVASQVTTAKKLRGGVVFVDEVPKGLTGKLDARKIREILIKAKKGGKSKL
#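 Biochemical qHTS of compounds, final roughly 60 µM downward over six points, against 10 nM purified firefly luciferase using Km concentrations of substrates (10 uM D-luciferin, 10 uM ATP) in Tris acetate pH 7.5 buffer; luminescence output.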
# VP16 counter: counter-screen for ROR gamma inhibitors: Gal4-VP16 reporter | AID 2546 | Drosophila S2 Gal4-VP16 UAS-luciferase, luminescence, 20 h | Potency, µM (doses to about 53.6 µM), for the others: at the top dose activity, negative = inhibition, most hits filed as inhibitors | 3.5% of 310,000 active;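 further: Gal4-VP16 expression switched on by copper sulfate through the metallothionein promoter; potency means the concentration at half of the fitted maximal effect; on the % scale 0 is the no-effect control and ±100 the full control effect; nearly all actives have a fitted effect of over 50% in size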
# NPC1 promoter act: activates the NPC1 promoter. Huh7 NPC1 promoter luciferase reporter, 24 h. Potency, µM (doses to about 9.22 µM), without a hit: at the top dose activation, most hits filed as activators. 2.4% of 320,000 active;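 further: potency means the concentration at half of the fitted maximal effect; % of control where 0% means no effect; nearly all actives have a fitted effect of over 60% in size; reporter is driven by a mutant NPC1 promoter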
#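 Stably transfected Huh7 (NPC1 promoter→luciferase), 1500 cells/well in Opti-MEM + 10% FBS, 2 h settle, then compound 24 h at 37 °C. Luminescence after 10 min with Amplite reagent.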
# Tb PFK inh: blocks T. brucei phosphofructokinase; AID 485367; Potency, µM (doses to about 57.5 µM), without a hit: at the highest dose activity, negative = inhibition, usual class: inhibitors; T. brucei PFK, ADP-Glo luminescence; 0.17% of 330,000 active; O15648;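 further: potency means the concentration at half of the fitted maximal effect; 0% = uninhibited 1x PFK enzyme wells and -100% = no-enzyme wells; nearly all actives have a fitted effect of over 60% in size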
#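 Activity is normalized to no-enzyme wells (full inhibition) and 1.25 nM enzyme wells (no inhibition). Reaction: 0.5 mM F6P, 0.1 mM ATP, 45 min RT, ADP-Glo luminescence; concentration-response curves fitted and classed by quality.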
# TRPV1 ag: agonists of human vanilloid receptor 1 (TRPV1). Q8NER1. TRPV1-expressing cells, Fluo-8 calcium influx, agonist mode. activation, % at 8.33 µM. 0.19% of 320,000 active. AID 540275; in the data active means activation above about 80%; inconclusive means between about 30% and that limit; further: 0% is about no effect
#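 Cells expressing TRPV1 were dye-loaded with Fluo-8 and read kinetically: 10 s baseline, 3 min after compound (agonist portion), then 2 min after EC20 capsaicin (allosteric enhancer portion). Calcium-bound dye fluorescence at 480/520 nm.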
# ELG1 DNA repair: ELG1-dependent DNA repair inhibition | HEK293T ELG1-luciferase reporter, luminescence, 16 h; DNA damage induced by 5-fluorouridine | Potency, µM (top dose mostly 46.1 µM), for the others: at the top dose activity change, negative = inhibition, most hits filed as inhibitors | 2.3% of 330,000 active | AID 504467; further: potency means the concentration at half of the fitted maximal effect; on the % scale 0 is the no-effect control and ±100 the full control effect; nearly all actives have a fitted effect of over 55% in size
#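 Reporter activity after DNA damage by 5-fluorouridine is monitored. Compound-treated cells incubate 16 hr at 37 °C, then ONE-Glo is added for 30 min before luminescence reading.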
# BRCA1 expr up: activators of BRCA1 expression; MCF7-BRCA1-FFLuc reporter, luminescence, 48 h; response scale: scaled: vehicle 0%, 10 µM genistein 100%; 1.1% of 380,000 active; Potency, µM (top dose mostly 46.1 µM), for inactives: top-dose activation, actives largely listed as activators; further: potency means the concentration at half of the fitted maximal effect; nearly all actives have a fitted effect of over 80% in size; some results filed as inactive show a strong effect at the top dose
#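 Cells: MCF7-BRCA1-FFLuc, 2000/well. Exposure: 48 h, 37 °C, 5% CO2. Read: luminescence, 15 min post-substrate. Controls: genistein 10 microM (maximal activation), DMSO (neutral).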
# p53 reactivation: mutant p53 re-activation in reporter cells; Potency, µM (series often up to 92.2 µM), without a hit: at the top dose activity change, positive = activation, hits mostly activators; H1299 p53-A138V BP100-luciferase reporter, luminescence, 24 h; 0.063% of 320,000 active; further: potency means the concentration at half of the fitted maximal effect; % of control where 0% means no effect; nearly all actives have a fitted effect of over 45% in size
#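 H1299 (p53-null), stable ts p53-A138V + BP100-Luc; 1000 cells/well, Opti-MEM/10% FBS; cpd 4 pt, 1:5; 24 h, 37 deg C, 5% CO2; detection reagent 10 min RT; luminescence.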
# RORgamma inh: inhibitors of mouse ROR gamma transcriptional activity. Drosophila S2 Gal4-RORgamma UAS-luciferase reporter, 20 h. Potency, µM (doses to about 53.6 µM), for inactives: at the highest dose activity change, negative = inhibition, usual class: inhibitors. 5.4% of 310,000 active. AID 2551; further: potency means the concentration at half of the fitted maximal effect; on the % scale 0 is the no-effect control and ±100 the full control effect; nearly all actives have a fitted effect of over 60% in size
# Target sequence (P51450 whole entry, looked up, the tested form may be a part): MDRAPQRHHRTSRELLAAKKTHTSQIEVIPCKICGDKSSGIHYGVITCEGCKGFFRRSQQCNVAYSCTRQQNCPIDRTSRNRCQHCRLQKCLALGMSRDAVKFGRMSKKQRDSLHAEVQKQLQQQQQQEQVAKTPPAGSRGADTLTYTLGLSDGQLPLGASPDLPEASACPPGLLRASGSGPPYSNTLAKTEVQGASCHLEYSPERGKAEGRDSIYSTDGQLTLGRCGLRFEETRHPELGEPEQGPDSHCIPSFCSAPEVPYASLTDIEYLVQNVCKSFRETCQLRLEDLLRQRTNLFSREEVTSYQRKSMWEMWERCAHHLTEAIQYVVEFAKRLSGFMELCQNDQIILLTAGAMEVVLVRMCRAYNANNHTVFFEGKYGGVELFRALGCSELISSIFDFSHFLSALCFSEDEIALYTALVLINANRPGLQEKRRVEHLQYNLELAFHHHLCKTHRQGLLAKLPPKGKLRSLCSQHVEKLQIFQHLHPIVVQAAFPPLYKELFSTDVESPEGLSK
#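 Stable Schneider cell line, Gal4 DNA-binding domain fused to ROR gamma, UAS-luciferase. Cmpd 1 hr RT → CuSO4 700 uM final → 20 hr RT → luciferase reagent 10 min → luminescence.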
# ELG1 genotoxic: inducers of genotoxicity in HEK293T ELG1-luciferase cells; 1.3% of 330,000 active; AID 504466; HEK293T ELG1-luciferase reporter, luminescence, 16 h; Potency, µM (top dose mostly 46 µM), for inactives: at the top dose activity change, positive = activation, most hits filed as activators; further: potency means the concentration at half of the fitted maximal effect; % of control where 0% means no effect; nearly all actives have a fitted effect of over 60% in size
#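 Genotoxic stress is detected as increased luminescence from luciferase-tagged ELG1 in HEK293T cells, measured with ONE-Glo after a 16 hr treatment at 37 °C.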
# Rab9 promoter act: activators of Rab9 promoter. Huh7 Rab9 promoter-luciferase reporter, luminescence, 24 h. 2.8% of 320,000 active. Potency, µM (series often up to 9.22 µM), without a hit: top-dose activation, negative = inhibition, usual class: activators; further: potency means the concentration at half of the fitted maximal effect; % of control where 0% means no effect; nearly all actives have a fitted effect of over 60% in size
#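 Luciferase signal after 10 min detection reagent at ambient indicates Rab9 promoter upregulation; stably transfected Huh7 cells were treated 24 h with compound in DMSO at 37 °C, 5% CO2.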
# Starred values were filed as active, the others as inactive; ? = inconclusive; nt = not tested or not shown; [ ] = dose if it differs, or a comment. Unless noted, the call rests on the fitted dose curve; in most records, active means well fitted curve in the direction sought with a large enough effect; inconclusive means small, poorly fitted or top-dose-only effect, or another doubt; inactive means no such curve, though single readings can be large; an effect the other way counts as inactive or inconclusive. Compounds as they come; 15% or so of the library scored in one or more.
SMILES,FLuc counter,VP16 counter,NPC1 promoter act,Tb PFK inh,TRPV1 ag,ELG1 DNA repair,BRCA1 expr up,p53 reactivation,RORgamma inh,ELG1 genotoxic,Rab9 promoter act
O=C(CN1CCN(S(=O)(=O)c2ccc(F)cc2)CC1)Nc1ccc2c(c1)OCO2,1%,-4%,-5%,5%,5,0%,-32%,1%,16%,1%,14%
CCCCCCCC[n+]1cccc(C(=O)N2c3c(nc(N)[nH]c3=O)NC(C)C2C)c1 (centres undefined),1%,-9%,1%,-3%,-3,7%,-3%,10%,1%,0%,-1%
CSCCC1NC(=O)N(CC(=O)Nc2ccc(Cl)c(S(=O)(=O)N3CCOCC3)c2)C1=O (centres undefined),nt,nt,nt,-4%,nt,-24%,-22%,19%,nt,0%,nt
Cc1nnc2n(c1=O)C(CS(=O)(=O)c1ccc3ccccc3c1)CS2 (centres undefined),0%,3%[10 µM],-2%,-5%,-6,?,-9%,-4%,37%,-10%,-14%
CCOC(=O)N1CCN(C(=O)CNC(=O)c2nn(-c3ccc(OC)c(OC)c3)c(=O)c3ccccc23)CC1,6.7µM*,-7%,0%,1%,1,?,15%,1%,0%,-11%,12%
Nc1nc(NC(=O)CCC(=O)O)nn1-c1ccccc1,-14%,4%,-1%,0%,3,4%,-28%,-2%,13%,1%,0%
CCOC(=O)c1oc2nc(C(C)C)c3c(c2c1N)CC(C)(C)OC3,0%,0%,15%,0%,13,-7%,2%,-3%,21%,2%,0%
Cc1ccc(S(=O)(=O)c2cc3c(=O)n4cccc(C)c4nc3n(C3CCCCC3)c2=N)cc1,1%,0%,0%,-18%,2,26%,-19%,-4%,0%,-4%,-3%
O=C(NC1CCCC1)c1ccc(Cn2c(=O)[nH]c3ccsc3c2=O)cc1,0%,-2%,-3%,-2%,-2,-10%,-6%,-1%,3%,4%,-3%
CCCCN1C(=O)C(=O)N(CC(=O)Nc2cccc(C(C)=O)c2)C1=O,nt,nt,-8%,-3%,-3,16%,11%,-7%,nt,1%,-2%
O=S(=O)(Nc1cccc2cn[nH]c12)c1ccc(F)cc1,-2%,6%,-4%,0%,0,5%,36%,-2%,-11%,-5%,1%
CCCC(=O)c1ccc(N2CCOCC2)c(F)c1,?,19%,?,-5%,11,?,77%,?,2%,6%,25%
CSc1ccccc1NC(=O)c1onc(C)c1Cl,-13%,13%,1%,-1%,-2,22%,-28%,4%,-9%,1%,-6%
C[C@]12C(=O)N(c3ccc(F)cc3)C(=O)N1[C@@H]1c3ccccc3OC[C@@H]1[C@H]2c1ccccc1,1%,0%,-1%,-3%,12,-5%,0%,nt,4%,-1%,-1%
Brc1ccc(C2C3=C(Nc4ncnn42)c2ccccc2OC3c2ccncc2)cc1 (centres undefined),0%,-25%,-4%,-1%,?,-18%,-66%,-2%,?,-15%,-2%
COc1cc(/C=N/NC(=S)NCC2CCCO2)cc(OC)c1OC (centres undefined),-6%,16µM*,-2%,0%,-2,-11%,-10%,-7%,4.5µM*,12%,-5%
Cn1c(=O)[nH]c(=O)c2c1ncn2CCN1CCCCC1,6%,-2%,0%,2%,8,-3%,32%,0%,0%[10 µM],-5%,-10%
COc1ccc(OC)c(N(CC(=O)NCc2ccccn2)S(C)(=O)=O)c1,-1%,-2%,-3%,-1%,0,?,12%,2%,-36%,4%,2%
CC(C)c1ccc(NC(=O)CN2C(=O)NC3(CCCCCCC3)C2=O)cc1,nt,nt,nt,-1%,nt,-5%,-34%,1%,nt,-2%,nt
COc1ccc(N2CCN(C(=O)COC(=O)COc3cc(C)cc(C)c3)CC2)cc1,3%,nt,0%,7%,3,8%,-27%,-3%,nt,1%,-13%
COc1ccc(C2C(C(C)=O)=C(O)C(=O)N2c2nccs2)cc1 (centres undefined),1%,3%,nt,nt,2,nt,-21%,nt,0%,nt,nt
CCCCC(c1nnnn1CC1CCCO1)N1CCN(c2nc3ccccc3s2)CC1 (centres undefined),3%,18%,20%,-9%,5,?,-13%,6%,42%,-6%,-2%
NC(=O)CSC1=Nc2ccccc2C2=NC(CCC(=O)NCc3ccc(F)cc3)C(=O)N12 (centres undefined),8%,1%,-3%,0%,0,?,4%,0%,18%,1%,2%
COc1ccc(CNc2nc3nc(C)c(Cl)c(=O)n3[nH]2)cc1,?,-6%,-5%,13%,-2,18%,-22%,-4%,-4%,1%,2%
C=CCSc1nnc2nc3c(nn12)c1cc(C)ccc1n3CC=C,6%,-3%,-9%,-2%,7,-10%,-48%,-1%,15%,0%,0%
Cc1cc(=O)n2c(n1)NC(=NCc1ccccc1)NC2c1ccccc1 (centres undefined),-2%,1%,-6%,-8%,0,9%,16%,-4%,7%,0%,-2%
Cc1ccc(S(=O)(=O)NOCc2ccccc2)cc1,nt,nt,nt,3%,nt,-4%,11%,-4%,nt,2%,nt
O=C(CN1CCN(C(=O)c2ccccc2F)CC1)Nc1ccc(Br)cc1,16%,-9%,8%,-1%,3,-23%,-19%,-5%,20%,0%,-10%
COc1cc2[nH]c(C(=O)N3CCc4ccccc43)cc2c(OC)c1OC,17µM*,-9%,24%,21%,?,?,54%,3%,8%,?,?
COc1ccccc1CNC(=O)C1(NC(=O)Nc2ccc(C)cc2)CCCCC1,6%,1%,0%,1%,5,-6%,-12%,-1%,18%,0%,9%
Cc1ccc(NC(=O)NN2CCN(C)CC2)cc1C,3%,1%,-2%,2%,-4,8%,7%,-6%,-1%,5%,7%
Cc1cnc(C(=O)Nc2ccc(C)c(S(=O)(=O)N(C)C)c2)cn1,-16%,-12%,11%,-11%,0,?,59%,6%,34%,-1%,1%
Cc1nn(CCCC(=O)NCCCN2CCN(C)CC2)c(=O)c2c1sc1ccccc12,-2%,-1%,0%,0%,-3,8%,28%,7%,-15%,-2%,0%
O=C(C[n+]1cccc2ccccc21)c1ccc([N+](=O)[O-])cc1,2%,-18%,0%,0%,-3,21µM*,-85%,0%,13%,-10%,17%
COc1ccc(OC)c(CN2CCN(C(=O)c3cccc4ccccc34)CC2)c1,2%,-4%,-5%,0%,16,?,1%,-7%,10%,-7%,3%
COc1ccc(NS(=O)(=O)c2ccc(C)c(C(=O)NNC(=O)c3ccccc3O)c2)cc1,-1%,nt,-6%,1%,2,-6%,-51%,-6%,nt,-3%,4%
CCCn1c(SCC(=O)NCCc2ccccc2)nnc1C(C)C,3%,-7%,0%,2%,1,6%,4%,-1%,1%,-1%,1%
COC(=O)c1ccc(=O)n(-c2ccc(OC)cc2)c1,4%,-14%,-1%,-2%,0,11%,0%,21%,-10%,-2%,2%
O=C(CNC(=O)c1cccs1)N/N=C/c1ccco1,-9%,5%,6%,-1%,-8,26%,26%,0%,8%,3%,0%
CCOc1ccc(C(=O)NC2CCN(CC(=O)NCc3cccs3)CC2)cc1,-15%,2%,2%,4%,1,5%,2%,2%,19%,1%,-7%
COc1ccc(OC)c(NC(=O)c2c(NC(=O)CNCc3ccco3)sc3c2CCC3)c1,2%,2.2µM*,1%,-23%,10,-23%,-29%,3%,?,3%,1%
NC(=O)CSc1nc(-c2ccccc2Cl)ns1,?,6%,?,-3%,2,?,33%,8%,-1%,13%,3.2µM*
CC(C)CCNC(=O)c1ccc(Cl)c(N)c1,?,4%,26%,3%,-4,?,nt,7%,25%,?,27%
Cc1ccc(NC(=O)COC(=O)c2cc(Cl)cc(Cl)c2)c(Br)c1,-2%,-23%,0%,2%,-3,13%,-1%,2%,-7%,10%,-7%
CCn1c(SCC(=O)NCc2ccc3c(c2)OCO3)nnc1-c1ccco1,1%,5%,-3%,1%,-1,-5%,31%,2%,2%,7%,0%
CCOCc1nnc(NC(=O)C2CCN(C(=O)C3CC(=O)N(c4ccc(C)cc4)C3)CC2)s1 (centres undefined),0%,1%,0%,0%,-4,6%,-3%,-1%,4%,1%,-5%
Cc1cc(C(=O)CSc2n[nH]c(N)n2)c(C)n1-c1ccc(F)cc1,19µM*,8%,?,1%,?,?,56%,?,7%,15%,?

# Some of these compounds in order of their number in RORgamma inh, descending:
compound | NPC1 promoter act | TRPV1 ag | BRCA1 expr up | p53 reactivation | RORgamma inh | Rab9 promoter act
Cc1cc(C(=O)CSc2n[nH]c(N)n2)c(C)n1-c1ccc(F)cc1 | ? | ? | 56% | ? | 7% | ?
COc1ccc(C2C(C(C)=O)=C(O)C(=O)N2c2nccs2)cc1 (centres undefined) | nt | 2 | -21% | nt | 0% | nt
Cc1ccc(NC(=O)COC(=O)c2cc(Cl)cc(Cl)c2)c(Br)c1 | 0% | -3 | -1% | 2% | -7% | -7%

# Bioassay records deposited in PubChem BioAssay by National Center for Advancing Translational Sciences (NCATS).
